STEP inh: inhibitors of human striatal-enriched phosphatase STEP | P54829 | recombinant STEP, OMFP fluorogenic substrate, fluorescence | inhibition, % at 20 µM | 360,000 compounds, 0.25% hits;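 active = inhibition at 20 µM, scaled per plate between control wells, above about 37%, limit read from the data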;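 note: 0% = DMSO with enzyme and substrate and 100% = substrate only without enzyme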
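System: isolated STEP enzyme; schedule: 20 min enzyme reaction at room temperature, protected from light; medium: Bis-Tris buffer pH 6.0, 2.5 mM DTT, 0.005% Tween 20; signal: fluorescence, 480/540 nm; dosing: single compound dose of 20 µM, 1% DMSO final; also added: OMFP substrate, 25 µM final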
Scp1 inh: Scp-1 (human) phosphatase inhibition; Q9GZU7; inhibition, % at 20 µM; 340,000 compounds, 0.88% hits; Recombinant Scp1, phosphopeptide, malachite green phosphate absorbance; AID 493091;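 active = inhibition above about 50% at 20 µM, limit read from the data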;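 note: plate controls were DMSO wells with enzyme for no effect and wells lacking enzyme for full effect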
Target sequence (Q9GZU7 76-261 limits assumed): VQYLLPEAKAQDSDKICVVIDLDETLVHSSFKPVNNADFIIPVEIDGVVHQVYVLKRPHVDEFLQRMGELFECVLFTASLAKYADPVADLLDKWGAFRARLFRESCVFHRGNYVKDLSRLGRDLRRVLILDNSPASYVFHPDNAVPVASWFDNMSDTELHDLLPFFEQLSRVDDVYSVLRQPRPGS
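Test system: SCP-1 phosphatase catalytic domain, residues 76-261; measured by: colorimetric phosphate reagent with accelerator and stabiliser, absorbance at 630 nm; timing: enzyme reaction 45 min at room temperature, colour 5 min, stabilisation 30 min; also added: Phosphorylated 17-residue peptide substrate; compound dosing: one concentration, 20 µM, with 1.0% DMSO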
Rpn11 inh: blocks the human proteasome subunit Rpn11; human 26S proteasome, Ub4-pepOG fluorescence polarization; 20S core pre-blocked with epoxomicin; O00487; calls only at 20 µM; AID 588493; 360,000 compounds, 0.59% hits;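 active = inhibition at 20 µM, scaled to each plate's controls, above about 33%, limit read from the data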
Target sequence (O00487 whole entry, looked up): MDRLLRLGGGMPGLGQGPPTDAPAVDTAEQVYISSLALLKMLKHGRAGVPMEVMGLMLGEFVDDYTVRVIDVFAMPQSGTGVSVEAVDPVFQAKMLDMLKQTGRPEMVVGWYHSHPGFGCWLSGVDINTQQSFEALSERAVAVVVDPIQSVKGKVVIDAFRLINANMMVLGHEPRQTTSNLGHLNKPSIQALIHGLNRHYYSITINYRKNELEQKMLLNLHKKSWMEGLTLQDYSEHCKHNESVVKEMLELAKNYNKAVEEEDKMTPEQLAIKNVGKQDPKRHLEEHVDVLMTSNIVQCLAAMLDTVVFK
MLLE-PAM2 inh: blocks PAM2 peptide binding to the PABP1 MLLE domain | P11940 | GST-MLLE / FITC-PAM2 fluorescence polarization | inhibition, % at 20 µM | 360,000 compounds, 0.36% hits | AID 588489; in the data active = inhibition above about 35%, passing the limit was not always enough;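 note: plate controls were DMSO wells with GST-MLLE for no effect and wells lacking GST-MLLE protein for full effect; some results filed as inactive read as strong as hits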
CSN deneddyl inh: inhibitors of human CSN-mediated cullin deneddylation. Purified CSN, SCF-Nedd8-OG deneddylation, fluorescence polarization. Q92905. inhibition, % at 12.5 µM. 360,000 compounds, 0.38% hits;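 active = pattern-corrected inhibition above about 35%, with an unprinted fluorescence ratio check between 0.5 and 1.5, limit read from the data, passing the limit was not always enough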;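 note: 0% = enzyme with substrate and 100% = substrate without enzyme; some results filed as inactive read as strong as hits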
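Material: human Csn5 produced in HEK293T cells; Input: enzyme 0.24 nM; Reagent: SCFSkp2-Nedd8OG substrate at 10 nM final; Dosing: 12.5 µM compound; Incubation: 90 min reaction at room temperature; Detection: fluorescence polarization of the substrate; Evaluation: % inhibition of substrate cleavage by Csn5; Control set: substrate-only high control, full reaction low control.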
DNMT1 inh: DNMT1 (human) enzyme inhibition | DNMT1 molecular beacon, Hinp1I cleavage, fluorescence | inhibition (reported as % activation of signal), % at 10 µM | P26358 | AID 588458 | 360,000 compounds, 0.83% hits; in the data active = inhibition above about 50%
Tb MetRS inh: blocks T. brucei methionyl-tRNA synthetase activity. purified T. brucei MetRS, ATP depletion, Kinase-Glo luminescence. inhibition, % at 11.9 µM. 360,000 compounds, 0.4% hits. AID 624268;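 active = inhibition above a per-plate cutoff of the control wells' mean inhibition plus 3 SD, cut at about 5.5% in these data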;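 note: 0% = DMSO wells median and 100% = median of wells with control inhibitor compound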
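Dosing: 11.9 µM single point; system: parasite MetRS enzyme; technique: luminescence of leftover ATP; times: 15 min enzyme-compound preincubation, 2 h reaction, 10 min detection, 25 °C; replicates: each compound tested once; read-out basis: percent inhibition relative to median high and low control wells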
SUMO1 PPI mod: modulators of human SUMO1-mediated protein-protein interactions; P63165; SUMO1 binding to a labelled peptide, TR-FRET, 1 h; inhibition, % at 20 µM; 360,000 compounds, 0.33% hits; AID 602429; in the data active = inhibition above about 37%
Target sequence (P63165 whole entry, looked up): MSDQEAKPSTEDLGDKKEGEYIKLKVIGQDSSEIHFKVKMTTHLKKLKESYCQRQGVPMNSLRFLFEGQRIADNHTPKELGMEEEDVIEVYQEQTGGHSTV
NadD block: inhibitors of Staphylococcus aureus NadD; purified NadD enzyme, colorimetric absorbance read-out; 360,000 compounds, 0.78% hits; inhibition, % at 20 µM; in the data active = inhibition above about 26%; note: some compounds past the cut are filed as inactive
LMPTP block: LMPTP (human) inhibition; P24666; recombinant LMPTP-A, OMFP fluorogenic substrate, fluorescence intensity; inhibition, % at 20 µM; 360,000 compounds, 0.22% hits; AID 651560;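 active = compounds that cut the enzyme signal by at least half of the control window in the single-dose screen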;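 note: plate controls were DMSO wells with enzyme plus substrate for no effect and substrate without enzyme for full effect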
Target sequence (P24666 whole entry, looked up): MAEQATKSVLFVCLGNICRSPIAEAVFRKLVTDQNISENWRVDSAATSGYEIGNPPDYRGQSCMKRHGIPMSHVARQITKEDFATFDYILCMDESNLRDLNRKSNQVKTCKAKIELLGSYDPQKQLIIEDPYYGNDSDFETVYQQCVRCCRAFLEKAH
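Test system – LMPTP-A enzyme · Amount – LMPTP-A at 0.625 nM final in the reaction · Buffer or medium – Bis-Tris pH 6.0, DTT, detergent · Reagent – OMFP 400 µM · Doses – single 20 µM dose · Schedule – reaction 50 min, room temperature, dark · Detection – fluorescence intensity of OMFP turnover product · Evaluation – percent inhibition versus substrate-only and uninhibited controls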
Starred values were filed as active, the others as inactive; i = inactive. No enrichment for hits; about 3.6% have a hit in one of these screens.

SMILES	STEP inh	Scp1 inh	Rpn11 inh	MLLE-PAM2 inh	CSN deneddyl inh	DNMT1 inh	Tb MetRS inh	SUMO1 PPI mod	NadD block	LMPTP block
COc1cccc(Nc2ccc(C(=O)O)cc2[N+](=O)[O-])c1	0	-7	i	-6	0	3	-0.2	-25	-8	2.3
CC(CNC(=O)c1ccccc1[N+](=O)[O-])NC(=O)c1ccccc1[N+](=O)[O-] (centres undefined)	0	-11	i	-4	-4	0	-0.3	-7	3	-0.2
COc1ccc(CNc2nc(Cl)c(C#N)s2)cc1	-1	-21	i	-1	1	-3	-0.1	0	-5	-0.5
CC(/C=N/NC(=O)c1cc(-c2ccc3ccccc3c2)n[nH]1)=C\c1ccco1	3	37	i	-18	7	22	0.2	-2	25	17
CCOC(=O)C1C(=O)OC(C)(C)C1C(C)C(=O)c1ccc(OC)cc1 (centres undefined)	-3	-6	i	-1	1	-1	0.3	-1	-1	-1.6
Oc1ccccc1CN(Cc1ccco1)CC(O)COCc1ccc(Cl)cc1 (centres undefined)	-2	0	i	8	-16	-4	-0.6	4	-5	1.6
COc1ccc(C(=O)Nc2ccccc2N2CCCC2)cc1	-1	0	i	14	2	-1	-1.6	2	1	0.5
Cc1ccn2c(C(=O)NNC(=O)Nc3ccc(Cl)cc3)c(C)nc2c1	-1	7	i	-19	2	1	-0.5	1	-5	0.2
O=[N+]([O-])/C(=C\Nc1ccccc1)S(=O)(=O)c1ccccc1	3	-7	i	-2	-2	2	0.5	0	2	1.0
CCOc1ccc(N(CC(=O)N/N=C/c2cc([N+](=O)[O-])ccc2Cl)S(C)(=O)=O)cc1	5	-4	i	2	-3	-10	-0.7	-26	3	1.7
O=C(Cc1c(F)cccc1Cl)Nc1ccc(S(=O)(=O)NCC2CCCO2)cc1 (centres undefined)	-1	-3	i	14	5	-1	0.1	-2	-6	-0.5
COc1ccccc1-n1c(SCC(=O)Nc2ccc3c(c2)OCO3)nc2c(c1=O)SCC2	4	-7	i	6	1	-2	-0.5	-7	23	3.0
O=C1/C(=C/c2ccccc2)CSc2sccc21	1	-16	i	4	2	2	-0.4	0	-8	-0.2
CCc1cc(C(=O)c2ccc(OC)cc2)c(NC(=O)CN2CCCCC2)s1	2	-2	i	-11	-2	-2	-0.4	2	-1	1.7
COc1ccc(C(=O)NCc2nnc(SCC(=O)NO)n2Cc2ccccc2)cc1	0	-16	i	-56	8	-1	0.0	-7	4	-0.9
COc1cc(OC)c(C(=O)NNC(=O)c2ccc(NS(=O)(=O)c3cccs3)cc2)cc1OC	-2	-6	i	3	-5	3	-0.1	6	-3	-0.4
CCCn1c2ccccc2c2cnn(CC(=O)NCCCOC)c(=O)c21	1	-9	i	6	2	0	-0.3	0	0	-1.5
COC(=O)/C=C1\SC(=NC(=O)c2ccc(-c3ccccc3)cc2)NC1=O	0	-10	i	28	2	14	0.0	-2	31*	0.1
COc1ccc(Nc2nnc(-c3ccc(O)cc3)c3ccccc23)cc1C(N)=O	-1	-6	i	-5	9	-5	-0.3	9	0	0.9
O=[N+]([O-])c1ccccc1OCCCCN1CCCCC1	-4	-6	i	-10	15	-1	-0.4	-7	1	-1.0
O=C(Nc1nncs1)c1cc2c(s1)CCC2	2	-1	i	-2	0	0	-0.7	8	4	-1.9
O=C(Nc1ncnc2c1ncn2C1OC(COC(=O)c2ccccc2)C(F)C1O)c1ccccc1 (centres undefined)	-1	-5	i	-6	2	5	-0.1	18	-2	-3.7
O=C(NC(Cc1ccc(O)cc1)C(=O)O)/C(=C/c1ccccc1)NC(=O)c1ccccc1 (centres undefined)	-2	2	i	-6	2	1	0.1	-5	-6	-1.1
Cc1cc(NC(=O)COc2ccc3oc4ccccc4c3c2)no1	0	-9	i	3	-2	13	-1.3	6	4	-0.4
COc1ccccc1NS(=O)(=O)c1ccc(NC(=O)c2nc3nc(C)cc(C(F)F)n3n2)cc1	-4	-6	i	-7	3	5	-0.7	3	-5	1.1
CC(OC(=O)Cn1cc(C(F)(F)F)ccc1=O)C(=O)N(C)c1ccccc1 (centres undefined)	0	-3	i	-8	0	3	-0.2	0	3	-0.8
O=c1cc(N2CCC3(CC2)OCCO3)[nH]c(=O)n1-c1ccc(Cl)cc1	-1	-7	i	11	-3	-1	-0.4	1	6	0.3
Cc1ccc(NC(=O)CSc2nnc(-c3n[nH]c4ccccc34)n2-c2ccccc2)c(C)c1	1	-3	i	7	-15	-9	0.4	2	4	1.9
CCOc1cc(-c2noc(CCC(=O)NCCc3ccccc3)n2)ccc1OC	-4	-16	i	7	-6	2	-0.3	6	-11	-0.2
O=C(NCCOc1ccccc1)C1CCC(=O)N(CCc2ccccn2)C1 (centres undefined)	1	3	i	-9	0	0	0.6	-3	2	-1.1
C[C@]12CCC(=O)C=C1[C@H](O)C[C@@H]1[C@@H]2[C@@H](O)C[C@@]2(C)[C@H]1CC[C@]2(O)C(=O)CO	0	-6	i	-12	-5	2	-1.7	-1	-2	-1.2
CCc1ccc(NC(=O)c2cnc(SC)nc2C)cc1	1	6	i	-17	6	5	-1.2	-3	-8	-0.6
C=CCN1CCN(C(=O)c2cc3c(s2)CCCC3)CC1	0	-10	i	6	0	4	-0.6	4	-4	-0.9
CN1C(=O)c2cccc(NC(=O)CCc3ccccc3)c2C1=O	-1	-15	i	-9	-1	1	-0.6	-13	-3	0.3
COc1ccc(Nc2oc(-c3ccccc3)nc2C#N)cc1	1	-10	i	-4	3	-1	-0.5	-4	-3	-0.8
Fc1ccc(CNCc2ccco2)cc1	-1	-10	i	-8	-1	-1	-0.2	-3	-3	-1.6
CCOc1cc(/C=C2\SC(=O)N(CC(=O)Nc3ccccc3F)C2=O)cc([N+](=O)[O-])c1O	4	85*	i	4	-21	0	-1.1	-25	17	1.8
COc1ccc(CNC(=O)c2nnn(Cc3ccc(OC)cc3)c2N)cc1	0	-8	i	3	4	0	-2.0	7	-2	0.0
O=c1nc2s/c(=C\c3ccco3)c(=O)n2nc1Cc1ccccc1	5	38	i	19	27	32	0.4	0	0	2.7
CCCCN(CC)C(=O)c1cc2c(=O)n3cccc(C)c3nc2s1	1	-4	i	7	1	0	-1.2	-27	1	1.2
Cc1c(CCC(=O)N[C@@H](CC(C)C)C(=O)O)c(=O)oc2cc3oc4c(c3cc12)CCCC4	-4	5	i	-17	19	17	-2.1	7	5	3.2

Random excerpt: 2 entries already listed, in no set order.
SMILES	STEP inh	Scp1 inh	Rpn11 inh	MLLE-PAM2 inh	CSN deneddyl inh	DNMT1 inh	Tb MetRS inh	SUMO1 PPI mod	NadD block	LMPTP block
COc1ccc(CNC(=O)c2nnn(Cc3ccc(OC)cc3)c2N)cc1	0	-8	i	3	4	0	-2.0	7	-2	0.0
Cc1c(CCC(=O)N[C@@H](CC(C)C)C(=O)O)c(=O)oc2cc3oc4c(c3cc12)CCCC4	-4	5	i	-17	19	17	-2.1	7	5	3.2

Of the compounds above, these have an aryl methoxy group:
SMILES	STEP inh	Scp1 inh	Rpn11 inh	MLLE-PAM2 inh	CSN deneddyl inh	DNMT1 inh	Tb MetRS inh	SUMO1 PPI mod	NadD block	LMPTP block
COc1cccc(Nc2ccc(C(=O)O)cc2[N+](=O)[O-])c1	0	-7	i	-6	0	3	-0.2	-25	-8	2.3
COc1ccc(CNc2nc(Cl)c(C#N)s2)cc1	-1	-21	i	-1	1	-3	-0.1	0	-5	-0.5
CCOC(=O)C1C(=O)OC(C)(C)C1C(C)C(=O)c1ccc(OC)cc1 (centres undefined)	-3	-6	i	-1	1	-1	0.3	-1	-1	-1.6
COc1ccc(C(=O)Nc2ccccc2N2CCCC2)cc1	-1	0	i	14	2	-1	-1.6	2	1	0.5
COc1ccccc1-n1c(SCC(=O)Nc2ccc3c(c2)OCO3)nc2c(c1=O)SCC2	4	-7	i	6	1	-2	-0.5	-7	23	3.0
CCc1cc(C(=O)c2ccc(OC)cc2)c(NC(=O)CN2CCCCC2)s1	2	-2	i	-11	-2	-2	-0.4	2	-1	1.7
COc1ccc(C(=O)NCc2nnc(SCC(=O)NO)n2Cc2ccccc2)cc1	0	-16	i	-56	8	-1	0.0	-7	4	-0.9
COc1cc(OC)c(C(=O)NNC(=O)c2ccc(NS(=O)(=O)c3cccs3)cc2)cc1OC	-2	-6	i	3	-5	3	-0.1	6	-3	-0.4
COc1ccc(Nc2nnc(-c3ccc(O)cc3)c3ccccc23)cc1C(N)=O	-1	-6	i	-5	9	-5	-0.3	9	0	0.9
COc1ccccc1NS(=O)(=O)c1ccc(NC(=O)c2nc3nc(C)cc(C(F)F)n3n2)cc1	-4	-6	i	-7	3	5	-0.7	3	-5	1.1
CCOc1cc(-c2noc(CCC(=O)NCCc3ccccc3)n2)ccc1OC	-4	-16	i	7	-6	2	-0.3	6	-11	-0.2
COc1ccc(Nc2oc(-c3ccccc3)nc2C#N)cc1	1	-10	i	-4	3	-1	-0.5	-4	-3	-0.8
COc1ccc(CNC(=O)c2nnn(Cc3ccc(OC)cc3)c2N)cc1	0	-8	i	3	4	0	-2.0	7	-2	0.0

From PubChem BioAssay
